Screening results from PubChem BioAssay.
3CLpro inhibitor – SARS-CoV 3CLpro protease inhibition. recombinant SARS-CoV 3CLpro, quenched FRET peptide cleavage. inhibition, % at 6 µM. actives 0.14% (n = 290,000); in the data active means inhibition above about 12%
TcdB inh – TcdB glycohydrolase inhibition; P18177; TcdB glycohydrolase enzymatic assay, plate reader; inhibition, % at 9.99 µM; actives 0.24% (n = 350,000); AID 652162; in the data active means inhibition above about 10%
PriA SSB inh – blocks PriA binding to SSB C-terminal tail. AlphaScreen SSBct-PriA binding, biotinylated peptide. inhibition, % at 33 µM. actives 0.6% (n = 430,000). AID 1272365; in the data active means inhibition mostly above about 37%, no sharp cut-off; inactive means mostly below about 20%;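 further: plate controls were negative control peptide for no effect and reference peptide for full effect; strong numbers were not always called active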
Y pestis TopoI – Y. pestis Topo-I inhibition via cleavage products | Y. pestis Topo-I cleavage product accumulation, plate reader | activity, % at 10 µM | actives 0.064% (n = 360,000) | AID 504884; in the data active means activity above about 50%, passing the limit was not always enough; further: inactives centre near 2
BH1578 lux ind – induces V. cholerae light production without autoinducers; actives 0.16% (n = 350,000); V. cholerae BH1578 lux reporter, luminescence, 6 h; activation, % at 18.7 µM; AID 588436; in the data active means activation mostly above about 9.7%, no sharp cut-off; further: not every result past the cut was called active; inactives centre near 0; reference of the scale not given here
DUSP3 inh – DUSP3 (human) phosphatase inhibition; inhibition, % at 13.3 µM; actives 0.52% (n = 290,000); recombinant VHR phosphatase, pNPP absorbance; AID 1654; in the data active means inhibition above about 50%; further: some compounds called inactive have numbers as strong as hits
Target sequence (P51452 whole entry, looked up): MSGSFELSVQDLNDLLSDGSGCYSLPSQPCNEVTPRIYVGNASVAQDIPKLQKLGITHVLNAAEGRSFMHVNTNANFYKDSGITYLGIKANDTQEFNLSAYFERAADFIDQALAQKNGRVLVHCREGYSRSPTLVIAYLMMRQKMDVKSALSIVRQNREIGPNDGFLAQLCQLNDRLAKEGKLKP
Rv3671c inh – inhibits the M. tuberculosis serine protease Rv3671c; actives 0.048% (n = 320,000); P9WHR9; AID 2606; inhibition, % at 5.96 µM; in the data active means inhibition above about 38%;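 further: extracellular domain of Rv3671c used as enzyme; 0% = enzyme with DMSO and 100% = no enzyme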
Target sequence (P9WHR9 whole entry, looked up, the tested form may be a part): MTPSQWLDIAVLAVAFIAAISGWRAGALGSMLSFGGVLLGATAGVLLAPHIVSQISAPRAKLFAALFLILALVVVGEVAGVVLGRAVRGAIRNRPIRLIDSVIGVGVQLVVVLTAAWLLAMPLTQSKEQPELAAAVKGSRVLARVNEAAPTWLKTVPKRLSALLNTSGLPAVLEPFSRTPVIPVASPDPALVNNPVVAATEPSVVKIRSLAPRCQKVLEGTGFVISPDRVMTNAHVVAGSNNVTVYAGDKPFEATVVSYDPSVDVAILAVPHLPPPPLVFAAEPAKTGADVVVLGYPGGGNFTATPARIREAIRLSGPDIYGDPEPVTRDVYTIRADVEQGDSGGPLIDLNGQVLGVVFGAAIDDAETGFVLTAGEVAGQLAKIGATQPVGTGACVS
MazF activator – activators of E. coli MazEF toxin-antitoxin RNase; activation, % at 20 µM; FAM/BHQ RNA-DNA oligo cleavage fluorescence, 5 h; AID 504720; actives 0.32% (n = 350,000); P0AE70; in the data active means activation above about 50%
Target sequence (P0AE70 whole entry, looked up): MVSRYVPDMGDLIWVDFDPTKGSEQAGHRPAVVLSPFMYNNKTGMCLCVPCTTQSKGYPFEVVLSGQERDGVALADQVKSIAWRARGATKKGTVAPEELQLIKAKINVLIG
PrPC surface inh – reduces human prion protein on the cell surface; cell surface PrPC, TR-FRET read-out; inhibition, % at 13.8 µM; AID 720596; actives 0.43% (n = 370,000); P04156; in the data active means inhibition above about 24%; further: 0% = median of the test wells and 100% = reference compound wells
CCHFV vOTU inh – CCHFV vOTU protease inhibition; Pep-AMC fluorescence; actives 0.55% (n = 370,000); AID 651958; inhibition, % at 11.5 µM; in the data active means inhibition above about 30%; further: 0% = vehicle wells with enzyme and 100% = no enzyme wells
Numbers without * were called inactive; i = inactive; x = no result given; & = joins results of further samples. Only part of the results is shown; the hit share may differ from the screen's.

SMILES | 3CLpro inhibitor | TcdB inh | PriA SSB inh | Y pestis TopoI | BH1578 lux ind | DUSP3 inh | Rv3671c inh | MazF activator | PrPC surface inh | CCHFV vOTU inh
Cc1ccc2[nH]c(=O)c(C(c3nnnn3CC3CCCO3)N3CCCc4ccccc43)cc2c1 (stereo unspecified) | 3.4 | x | -7.2 | -1.6 | -0.2 | 1.5 | -10.2 | 5.0 | 4.4 | -3.0
Cn1c(SCC(=O)NC2CCCC2)nc2cccnc21 | -1.3 | 0.8 | -4.0 | -2.3 | 1.2 | 15.4 | 9.7 | 1.5 | -2.3 | 7.7
CC1CCCCC1NC(=O)CCn1ccc2cc(S(=O)(=O)N3CCCC3)ccc21 (stereo unspecified) | -1.1 | x | -7.8 | 19.0 | -3.4 | 3.9 | -1.7 | 5.3 | x | x
COc1ccc(C(=O)OCC(=O)Nc2sccc2C(N)=O)cc1[N+](=O)[O-] | x | -0.3 | -10.1 | -1.9 | 0.3 | x | -10.0 | 8.6 | -3.1 | -8.8
CCCCC(=O)c1c(O)c2ccccc2oc1=O | 0.1 | x | -8.3 | -6.0 | i | 6.6 | 15.6 | 0.8 | 6.2 | 8.2
COc1ccc(/C=C/C(=O)c2ccccn2)cc1 | -2.9 | 0.5 | -0.5 | 9.6 | -0.6 | -8.6 | -13.8 | 16.6 | -12.6 | 1.3
O=C(Nc1ccc(S(=O)(=O)Nc2ncccn2)cc1)C1CC(=O)N(c2ccccc2)C1 (stereo unspecified) | x | 0.0 | -8.5 | -9.5 | 14.3 | x | x | 2.1 | 5.2 | 9.5
COc1ccc(NC(=O)CCCc2nc3ccccc3c(=O)[nH]2)cc1Cl | x | 6.0 | -0.9 | -0.2 | i | x | 2.1 | -3.3 | -3.9 | 11.9
O=c1c(-c2ccc3c(c2)OCCO3)coc2c(CN3CCOCC3)c(O)ccc12 | -1.9 | x | -28.0 | 8.0 | -5.3 | 6.6 | -2.8 | -2.7 | 5.0 | 9.5
CC(C)(C)SC(C(=O)N1CCOCC1)c1ccc(Br)cc1 (stereo unspecified) | 0.4 | 1.0 | -5.0 | -3.9 | -0.2 | 6.7 | -1.8 | 8.3 | 5.0 | 7.0
O=C(CCNC(=O)c1ccc(Cl)cc1)Nc1ccccc1Cl | -3.9 | 0.7 | 6.8 | 1.9 | i | x | -0.7 | 7.3 | -2.0 | 6.2
CN(C)CCCNS(=O)(=O)c1ccc(Cl)s1 | 1.8 | 2.2 | -9.7 | 5.7 | -0.3 | -2.4 | 0.5 | 6.9 | -0.1 | 8.3
Cc1ccccc1OCC(=O)NC(=S)Nc1ccc2c3c(cccc13)CC2 | 2.5 | x | -5.1 | 2.3 | 0.4 | -21.2 | 5.6 | 6.7 | -2.8 | 12.0
O=S(=O)(c1cccs1)N1CCN(c2ncccn2)CC1 | 1.1 | x | -11.8 | 7.2 | 0.7 | 26.8 | 9.4 | -4.2 | 6.5 | 6.7
Cc1ccc(-n2c(C)cc(C(=O)CSc3nnnn3C)c2C)cc1 | -6.3 | x | 17.9 | -9.1 | -1.9 | 27.1 | 5.7 | 8.3 | 15.4 | -1.1
CCOc1ccc(S(=O)(=O)N(C)CC(=O)NCCN2CCOCC2)cc1 | -6.1 | 1.6 | -10.5 | -5.7 | -0.2 | 14.1 | -5.5 | -0.8 | 0.3 | 2.9
CCN(CC)CCNC(=O)c1cc(Br)c(N)cc1OC | x | 1.0 | -8.1 | -5.7 | i | x | -1.8 | -0.9 | -13.0 | 5.4
CC(NC(=O)CSc1nnc(-c2cccc(S(=O)(=O)N3CCCCC3)c2)o1)C12CC3CC(CC(C3)C1)C2 (stereo unspecified) | 2.5 | x | -12.9 | 15.5 | i | 1.6 | -10.4 | -4.4 | -1.6 | -4.0
CNc1oc(-c2ccccc2)nc1S(=O)(=O)c1ccc(C)cc1 | -0.4 | -0.1 | 10.6 | 14.4 | 3.6 | -11.3 | 13.8 | -2.8 | 2.5 | 30.3*
Cc1cc(OCC(=O)OC(C)C(=O)Nc2ccc(N3CCOCC3)cc2)ccc1Cl (stereo unspecified) | x | 1.7 | -16.4 | 20.0 | -2.7 | x | 5.7 | -0.3 | -3.2 | -6.2
O=C(CCSc1nnc(-c2ccco2)o1)Nc1ccc(F)cc1 | 7.5 | 1.0 | -3.5 | 15.7 | -0.3 | 15.2 | -2.1 | 11.4 | 7.4 | -4.4
CCCCc1ccc(NC(=S)N2CCN(C)CC2)cc1 | -4.2 | 0.7 | -7.2 | 1.8 | -0.6 | 7.9 | -10.8 | 4.3 | -0.1 | -11.7
Cc1cccc(C(=O)OC(C)CN2C(C)CCCC2C)c1 (stereo unspecified) | 2.0 | 0.1 | -5.5 | 2.7 | i | x | 3.3 | 4.0 | -5.8 | 2.7
COc1ccc(OC)c(C2C(C#N)=C(N)Oc3c2c(C)nn3-c2ccc(C)cc2)c1 (stereo unspecified) | -5.1 | x | -1.6 | -9.3 | i | -4.2 | 11.2 | -7.9 | 1.3 | 6.5
C=CCSc1cc(C)nc2c(-c3ccccc3)cnn12 | 1.0 | -0.6 | -1.8 | -1.0 | -0.4 | 9.1 | 4.9 | -5.5 | -1.2 | 17.6
CCn1ncc(C2=NOC(C(=O)NCc3ccccc3)C2)c1C (stereo unspecified) | -1.1 | x | -19.0 | -6.2 | i | 20.6 | 3.1 | 2.8 | 15.4 | -8.2
Cc1ccc(S(=O)(=O)N2CCN(C(C(=O)Nc3ccc(F)cc3)c3ccccc3)CC2)cc1 (stereo unspecified) | -0.9 | x | -13.6 | 2.4 | -2.7 | -8.9 | -34.6 | -2.6 | 4.4 | 11.5
Nc1ccc2[nH]ncc2c1 | -3.4 | 1.8 | 18.4 | -12.6 | 10.0 | 8.6 | 2.5 | -3.3 | -20.6 | 7.8
CCCSc1nnc(N2C(=O)CC(c3ccsc3)C3=C2CCCC3=O)s1 (stereo unspecified) | 4.0 | 0.3 | 2.0 | 19.2 | -0.9 | -14.6 | -1.6 | 11.7 | -2.4 | -1.8
COc1cc(OC)cc(C(=O)c2c(C)c(C#N)c3ccccn23)c1 | -1.0 | 0.3 | -15.5 | 21.9 | i | 33.4 | x | -5.6 | 18.7 | -11.1
O=C(O)c1ccc(NCc2ccc3c(c2)OCO3)cc1 | -0.2 | x | 5.3 | -0.9 | -0.3 | -2.5 | 3.0 | 7.1 | 0.6 | 6.2
Cc1ccn2c(=O)nc(SCC(=O)c3ccccc3)nc2c1 | x | 1.9 | 6.5&10.0 | 9.6 | i | x | 10.2 | -3.5 | 4.6 | 8.2
O=C(COC(=O)CNC(=O)c1ccccc1)Nc1nnc(-c2ccccc2)o1 | x | 1.1 | 8.1 | -3.7 | -1.4 | x | -4.8 | -0.3 | 2.7 | -1.4
N#CC1=C(N)N(c2ccccc2C#N)C2=C(C(=O)CCC2)C1c1ccsc1 (stereo unspecified) | -7.1 | x | 10.1 | 6.7 | -0.2 | 9.9 | 15.0 | -5.3 | -1.1 | 6.3
O=[N+]([O-])c1ccc(/C=N/n2c(C3CCCCC3)n[nH]c2=S)cc1 | -3.8 | x | x | 9.3 | -0.2 | 6.0 | 3.8 | -5.8 | -0.3 | -3.6
CC(NC(=O)c1ccc(CS(=O)(=O)c2cccc(C(F)(F)F)c2)o1)c1ccc2c(c1)OCCO2 (stereo unspecified) | -1.1 | x | -3.4 | 18.2 | -0.3 | 11.6 | -7.9 | 2.7 | -3.9 | -8.7
CCCOC(=O)c1ccc(NC(=O)CSC2=Nc3ccccc3C3CC=NN23)cc1 (stereo unspecified) | -0.3 | -8.3 | -15.8 | -8.4 | i | 15.5 | -8.2 | -6.6 | 0.3 | 5.1
O=C(Nc1ccn(C2CC(OC(=O)c3ccccc3)C(CO)O2)c(=O)n1)c1ccccc1 (stereo unspecified) | 1.1 | x | -12.8 | 9.9 | i | 10.7 | -4.2 | 8.5 | 2.6 | -3.7
CC(C)(C)c1nc(SCC(=O)Nc2nc3c(s2)CCCC3)c2ccccc2n1 | 1.6 | x | 11.9 | -1.4 | -5.3 | 16.8 | -3.1 | -8.2 | 1.8 | -13.7
CN(c1ccccc1)S(=O)(=O)c1cccc(NC(=O)CN2C(=O)NC3(CCCC3)C2=O)c1 | x | 3.5 | -4.8 | -2.4 | -1.7 | x | x | 2.2 | 10.3 | 0.5
CCOC(=O)C1CCN(C(=O)Nc2ccc(NC(=O)C3CCN(C(=O)OCC)CC3)cc2)CC1 | 4.0 | x | -2.4 | -0.4 | i | 25.6 | 13.1 | -2.3 | -2.0 | 4.6
C=CCn1c(O)c(C(CC)=Nc2cccc(C(=O)O)c2)c(=O)[nH]c1=O | 0.0 | 0.4 | -5.5 | -2.5 | 3.7 | -2.5 | 0.9 | 6.3 | 7.2 | 16.3
CC(/C=N/NC(=O)c1cccs1)=C\c1ccco1 | 2.6 | 0.7 | x | 3.8 | i | 51.3* | -6.1 | 3.8 | -2.7 | 3.3
Cc1cccc(NC2=NCC(=O)N2Cc2cccs2)c1 | 0.1 | 1.4 | -3.2 | 1.3 | 0.1 | 16.6 | 1.5 | -1.0 | 11.1 | -0.8
Cc1ccn2c(=O)c(C(=O)O)cnc2c1 | -0.3 | 3.3 | -13.3 | 3.5 | 0.9 | 1.7 | 1.2 | 10.5 | 0.5 | -70.4

4 entries from above, arranged by count of non-hydrogen atoms, descending.
SMILES | 3CLpro inhibitor | TcdB inh | PriA SSB inh | Y pestis TopoI | BH1578 lux ind | DUSP3 inh | Rv3671c inh | MazF activator | PrPC surface inh | CCHFV vOTU inh
O=c1c(-c2ccc3c(c2)OCCO3)coc2c(CN3CCOCC3)c(O)ccc12 | -1.9 | x | -28.0 | 8.0 | -5.3 | 6.6 | -2.8 | -2.7 | 5.0 | 9.5
Cc1ccccc1OCC(=O)NC(=S)Nc1ccc2c3c(cccc13)CC2 | 2.5 | x | -5.1 | 2.3 | 0.4 | -21.2 | 5.6 | 6.7 | -2.8 | 12.0
COc1ccc(NC(=O)CCCc2nc3ccccc3c(=O)[nH]2)cc1Cl | x | 6.0 | -0.9 | -0.2 | i | x | 2.1 | -3.3 | -3.9 | 11.9
Cc1cccc(NC2=NCC(=O)N2Cc2cccs2)c1 | 0.1 | 1.4 | -3.2 | 1.3 | 0.1 | 16.6 | 1.5 | -1.0 | 11.1 | -0.8

Next section.
SMILES | 3CLpro inhibitor | TcdB inh | PriA SSB inh | Y pestis TopoI | BH1578 lux ind | DUSP3 inh | Rv3671c inh | MazF activator | PrPC surface inh | CCHFV vOTU inh
O=C(O)c1ccc(NCc2ccncc2)cc1 | -4.0 | x | 2.8 | 4.8 | -0.4 | 15.2 | 1.1 | 0.7 | 5.7 | 0.5
C#CCOc1c(Br)cc(/C=N/O)cc1OCC | 3.2 | x | x | 1.9 | -0.3 | -4.6 | -0.6 | -5.9 | 0.6 | 8.8
CCOC(=O)C(=O)NNc1cccc(C)c1C | -4.1 | -6.4 | 4.3 | 2.5 | -1.8 | -10.0 | -5.4 | -0.1 | 4.6 | 2.0
CC1=CC(=O)N(c2ccn(C)n2)C1=O | 3.5 | 0.9 | -4.8 | 1.9 | -0.3 | 10.1 | -2.9 | 6.1 | 8.7 | -7.8
COc1ccc(NC(=O)Nc2ccc3c(c2)C(=O)N([C@@H](C)CO)C[C@@H](C)[C@@H](CN(C)S(=O)(=O)c2cn(C)cn2)O3)cc1 | x | -0.7&-3.5 | 3.2 | 25.7 | i | x | -2.4 | -8.2 | 7.5 | 15.0
CC1CCCC(NC(=O)C2N(CCCN3CCCC3)C(=O)C3C(C(=O)Nc4ccc(Cl)cc4)C4C=CC32O4)C1C (stereo unspecified) | -1.8 | 0.9 | 7.2 | -8.9 | -0.3 | 15.3 | -2.4 | 11.1 | -6.0 | 14.2
O=S(=O)(NCCN1CCOCC1)c1ccc(-c2ccc(S(=O)(=O)NCCN3CCOCC3)cc2)cc1 | -3.8 | -1.2 | -8.8 | -1.9 | i | 17.0 | -6.1 | 0.4 | 1.9 | 3.2
COc1ccc(C(=O)NCCc2ccc(C)cc2)cc1OC1CCN(C(C)=O)CC1 | 4.3 | 0.6 | -17.6 | 19.3 | -0.5 | 22.6 | 2.8 | 7.3 | 0.1 | -3.8
CCn1c(C)c(C(=O)c2ccccc2)c(C#N)c1C(=O)O | -7.1 | 0.1 | -4.4 | -0.9 | -0.5 | 5.8 | -16.1 | 1.0 | -0.9 | -2.7
Cc1ccc(-c2ccccc2NC(=O)CCl)o1 | -5.3 | x | 1.8 | -6.8 | i | 6.4 | -3.4 | 0.7 | -1.6 | 7.6
